IDE cell activ = activators of human insulin-degrading enzyme in cells | actives 0.073% (n = 340,000) | AID 493087 | HEK cells, FAbeta-B cleavage, fluorescence polarization; 0% vehicle, 100% cell-free pure enzyme wells | activation, % at 5.96 µM | P14735;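 active = activation above the mean of all tested compounds plus 3 SD, set per screening campaign, cut at about 17% in these data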
Target sequence (P14735 whole entry, looked up): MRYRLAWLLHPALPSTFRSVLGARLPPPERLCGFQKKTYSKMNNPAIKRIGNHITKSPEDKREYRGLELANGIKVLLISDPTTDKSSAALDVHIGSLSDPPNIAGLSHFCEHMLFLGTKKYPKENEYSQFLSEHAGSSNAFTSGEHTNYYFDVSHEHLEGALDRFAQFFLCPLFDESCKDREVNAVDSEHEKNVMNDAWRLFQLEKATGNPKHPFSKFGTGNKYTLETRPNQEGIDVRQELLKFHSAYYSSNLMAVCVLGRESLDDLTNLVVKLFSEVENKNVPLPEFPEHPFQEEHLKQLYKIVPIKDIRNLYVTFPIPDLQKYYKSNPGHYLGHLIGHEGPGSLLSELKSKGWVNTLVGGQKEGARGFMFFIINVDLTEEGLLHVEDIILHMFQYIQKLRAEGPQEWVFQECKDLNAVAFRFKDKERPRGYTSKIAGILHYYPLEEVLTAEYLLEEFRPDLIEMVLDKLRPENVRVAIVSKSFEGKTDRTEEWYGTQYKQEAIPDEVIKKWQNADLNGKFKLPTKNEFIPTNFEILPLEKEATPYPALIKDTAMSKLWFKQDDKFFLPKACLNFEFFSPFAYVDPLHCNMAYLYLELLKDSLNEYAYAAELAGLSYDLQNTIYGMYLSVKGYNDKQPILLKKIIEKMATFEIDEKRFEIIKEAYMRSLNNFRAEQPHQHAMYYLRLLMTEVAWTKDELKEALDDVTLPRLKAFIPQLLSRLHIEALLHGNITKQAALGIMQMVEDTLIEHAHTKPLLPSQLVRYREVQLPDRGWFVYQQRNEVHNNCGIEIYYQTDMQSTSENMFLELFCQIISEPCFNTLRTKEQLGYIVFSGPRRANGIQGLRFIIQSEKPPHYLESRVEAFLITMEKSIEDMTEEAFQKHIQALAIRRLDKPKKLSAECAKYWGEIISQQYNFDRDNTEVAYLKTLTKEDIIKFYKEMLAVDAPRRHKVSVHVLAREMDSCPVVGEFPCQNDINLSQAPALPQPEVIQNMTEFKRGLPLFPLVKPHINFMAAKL
FID counter = fluorescent intercalator displacement, NS3 helicase counter-screen; AID 1845; inhibition, % at 7.9 µM; DNA fluorescent intercalator displacement, fluorescence; actives 0.17% (n = 290,000); in the data active = inhibition above about 37%;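 also: 0% = vehicle and 100% = reference compound; higher means more ethidium bromide displaced from hairpin DNA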
p-CIP stab down = lowers stability of the mouse p/CIP coactivator protein. Q05BA5. F442A p/CIP-EGFP cells, EGFP fluorescence, 16 h. decrease of EGFP signal, % at 10 µM. actives 0.01% (n = 290,000). AID 1984;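 active = EGFP signal decrease of at least 30% at 10 µM or well 3 SD below plate mean, unless failing retest; inactive = the rest, including hits failing retest or dose response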; also: some compounds called inactive have numbers as strong as hits; many of its hits are not listed in these tables
PfM18AAP inh = blocks P. falciparum M18 aspartyl aminopeptidase. recombinant PfM18AAP, H-Glu-NHMec fluorogenic cleavage. inhibition, % at 7.35 µM. actives 1.2% (n = 290,000). AID 1822;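 active = inhibition above the campaign mean inhibition over all tested compounds plus 3 SD, cut at about 28% in these data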;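 also: 0% = plate median of test compound wells and 100% = 2 mM ZnCl2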
IMP-1 inhibitor = inhibitors of Pseudomonas aeruginosa IMP-1 metallo-beta-lactamase; purified IMP-1, nitrocefin hydrolysis, epi-absorbance fluorescence; inhibition, % at 5.6 µM; actives 0.45% (n = 290,000);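 active = inhibition above the mean plus 3 SD of all compounds in the same screening run, cut at about 4.5% in these data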;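 also: 0% = IMP-1 with DMSO and 100% = DMSO wells lacking enzyme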
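System: purified IMP-1; amount: IMP-1 0.2 nM before substrate addition; compound: single dose, 5.6 µM; times: 25 °C, 15 min preincubation, 25 min reaction; signal: Epi-absorbance via hydrolysed-nitrocefin quenching of white-plate fluorescence, 480/530 nm, EDTA stop; benchmarks: DMSO with and without IMP-1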
VIM-2 inhibitor = blocks Pseudomonas aeruginosa VIM-2 metallo-beta-lactamase | purified VIM-2, nitrocefin hydrolysis, epi-absorbance fluorescence | inhibition, % at 5.6 µM | actives 0.89% (n = 290,000) | AID 1527;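 active = inhibition above the mean of all tested compounds plus 3 SD, cutoff set per screening run, cut at about 7.5% in these data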;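 also: red hydrolysis product quenches plate fluorescence so inhibitors raise well fluorescence; 0% = enzyme with DMSO and 100% = DMSO without enzyme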
NS3 helicase inh = blocks Hepatitis C virus NS3 helicase unwinding; NS3 helicase DNA unwinding, Cy5 molecular beacon fluorescence; inhibition, % at 10.9 µM; actives 0.56% (n = 290,000); AID 1800;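 active = inhibition above the mean of all tested compounds plus 3 SD, set per campaign, cut at about 35% in these data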;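 also: 0% = DMSO wells and 100% = thioflavine S control wells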
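Material: hepatitis C virus NS3 helicase domain fragment enzyme; measured by: Cy5 fluorescence, 0 and 60 min reads; control set: DMSO and thioflavine S; incubation: 60 min unwinding reaction at 25 °C after ATP addition; read-out basis: % inhibition from 60/0 min fluorescence ratio, DMSO 0%, thioflavine S 100%; repeats: singlicate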
UBC9 SUMO inh = blocks human SUMOylation mediated by UBC9 | HTRF SUMOylation assay, SAE1/SAE2 + UBC9, in vitro | inhibition, % at 35 µM | actives 0.36% (n = 290,000) | AID 2006; in the data active = inhibition above about 50%, passing the limit was not always enough; inconclusive = no clear call, values can overlap the other calls; also: strong numbers were not always called active
IDE cell inh = inhibits human insulin-degrading enzyme in HEK cells. FAbetaB cleavage, fluorescence polarization. inhibition, % at 5.59 µM. actives 0.41% (n = 320,000). AID 434962;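 active = percent inhibition above the average of all tested compounds plus 3 SD, set per screening campaign, cut at about 16% in these data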;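 also: IDE supplied by intact live HEK cells; FP after avidin binding of uncleaved biotin substrate so inhibition keeps polarization high; 0% = DMSO wells and 100% = 60 µM reference IDE inhibitor Ii1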
Starred values were filed as active, the others as inactive; ? = inconclusive; / = not tested or not shown. Outcome played no part in choosing rows; overall some 3.6% were active at least once.

SMILES	IDE cell activ	FID counter	p-CIP stab down	PfM18AAP inh	IMP-1 inhibitor	VIM-2 inhibitor	NS3 helicase inh	UBC9 SUMO inh	IDE cell inh
Cc1c(C)n(CCc2ccccc2)c2ncnc(NCCO)c12	3	-18	-6	-7	-0.9	1.6	7	-9	0
COC(=O)c1ccc(S(=O)(=O)NNC(=O)c2ccc(S(=O)(=O)N3CCCCC3)cc2)cc1	1	-26	1	6	-1.9	-3.0	8	1	7
Cc1cc(O)c(/C=N/OCc2ccc(Cl)cc2Cl)c(=O)o1	5	-6	-2	0	-1.2	-1.3	6	11	-3
CC(=O)c1ccc(/C=C/c2nc3ccccc3n2C)o1	/	-9	-12	-5	-2.0	-1.1	21	?	-6
Cn1c(N)c(C(=O)COc2ccc(C#N)cc2)c(=O)n(C)c1=O	6	-6	3	0	-1.8	-2.3	10	15	9
COc1ccc(C(C)NC(=O)c2ccncc2)cc1 (configuration not stated)	-2	-1	-14	5	-1.9	-3.1	8	13	-1
COc1cc(NC(=O)c2cccs2)c(C(=O)OCC(=O)NC(C)c2ccccc2)cc1OC (configuration not stated)	-2	-2	2	-3	-5.1	-0.8	-1	10	5
COC(=O)c1cc(C(=O)Nc2ccc(S(N)(=O)=O)cc2)cc([N+](=O)[O-])c1	2	3	-7	3	-1.9	1.8	16	14	1
COc1ccc(/C=C(\NC(=O)c2ccc(OC)c(OC)c2)C(=O)N2CCN(C)CC2)cc1	5	-10	-12	-2	-1.7	-2.2	5	-5	-2
O=C(Nc1ccccc1N1CCOCC1)c1cccnc1	-1	-4	3	3	-2.8	-4.3	3	-2	5
Nc1nc(-c2nc3ccccc3[nH]2)cs1	3	0	-3	-5	-2.5	-4.6	-14	-4	1
Cc1onc(-c2ccccc2)c1C(=O)Nc1ccc(S(=O)(=O)N2CCOCC2)cc1	5	-20	0	3	-3.9	-4.7	-7	-5	4
CCOc1ccc(C(=O)OCC(=O)c2c(N)n(C)c(=O)n(C)c2=O)cc1OCC	1	-7	10	-3	-1.1	-1.9	-6	-5	0
Cc1cccc(Nc2c([N+](=O)[O-])cc(C(=O)N3CC(=O)Nc4ccccc43)cc2[N+](=O)[O-])c1	4	-8	3	1	-0.7	-1.4	9	-8	2
N#CCCn1c(C2CCCCC2)nc2ccccc21	4	-1	-1	2	-2.8	-1.1	-1	11	-4
COc1ccc(C2CC(=O)c3cnc(NC(=O)c4ccccc4OC)nc3C2)c(OC)c1 (configuration not stated)	4	-17	6	-4	-0.9	-0.7	-8	-24	3
Cc1ccc(N/C=C2\C(=O)N(c3ccc(F)cc3F)C(c3cccnc3)S2(=O)=O)cc1 (configuration not stated)	6	-27	-15	-6	-3.3	-1.9	1	24	9
CCCn1c(-c2ccc(F)cc2)cnc1SCC(=O)O	-3	-1	13	6	-5.0	-1.7	5	10	-6
CC(=O)Nc1c(O)nc(SCC(=O)Nc2nnc(SCc3ccccc3)s2)[nH]c1=O	-1	-17	8	13	-2.8	-2.3	19	-10	5
NC(=O)C1CC(=O)N(c2ccc(OCC(=O)Nc3ccc(Cl)cc3)cc2)C1 (configuration not stated)	1	-6	-24	-13	-1.4	1.4	-5	4	-2
CSc1cc(C)c(OCC(=O)Nc2ccc(NC(C)=O)cc2)c(C)c1	5	-14	-4	6	-4.3	-3.6	-1	-22	6
COC(=O)Cc1ccc2sc(-c3ccccc3)nc2c1	-7	-20	-7	3	-4.1	-4.9	-8	11	7
CC(=O)Nc1ccc(N/C=C/C(=O)c2ccc(C)o2)cc1	4	-10	-9	6	-3.0	-2.5	6	10	1
COc1ccc(/C=C(\NC(=O)c2ccccc2)C(=O)N/N=C/c2ccncc2)cc1	2	-12	0	2	-2.3	-1.2	-2	27	3
O=C(CSc1ncn[nH]1)Nc1ccccc1C(=O)O	0	7	-13	44*	-2.9	-1.6	-2	10	4
C[C@H](NC(=O)[C@H]1N2C(=O)c3ccccc3C2SC1(C)C)C(=O)N1CCC[C@H]1CO (some centres not stated)	3	-10	-5	-12	0.2	-0.1	0	0	-3
Cc1ccc(-c2nc(NC(=O)CSc3cc(C)c4ccccc4n3)ns2)cc1	1	-2	1	-5	-1.3	-2.3	1	-10	2
CCOC(=O)C(NC(C)=O)(Nc1ccc(S(=O)(=O)Nc2cc(C)on2)cc1)C(F)(F)F (configuration not stated)	6	-2	6	4	-4.5	-4.9	-4	-42	1
CCOC(=O)c1ccc2c(c1)nc(SCC(=O)NC(C)C)n2CC	0	-27	-6	-1	-2.2	-0.7	-14	8	-11
CC(C)CN(CC(C)C)c1nnc(N)s1	6	-1	-8	3	-0.7	-2.4	2	-3	0
Cc1ccc(NC(=O)N2CCCC2C(=O)Nc2c(C)cc(C)cc2C)cc1 (configuration not stated)	7	-17	-1	-1	-3.1	-4.2	-6	7	3
Cc1c([N+](=O)[O-])c([N+](=O)[O-])nn1CC(=O)NCCc1ccccc1	1	8	-3	-13	-4.5	-1.4	9	13	0
Cc1cc(SC(C)C(=O)Nc2ncc(Cl)cc2Cl)nc2ccccc12 (configuration not stated)	4	-1	-2	5	-1.7	-0.3	0	-7	-4
O=S(=O)(NC1=NCCC1)c1ccc(F)cc1F	-2	-4	-2	-1	-2.1	-1.1	-6	0	5
COc1ccccc1N1CCN(C2CCCN(Cc3ccc(Cl)cc3)C2)CC1 (configuration not stated)	0	1	-6	9	-1.9	-3.2	0	2	-3
N#Cc1ccccc1NC(=O)COC(=O)CCc1ccccc1	2	-10	0	2	-3.1	-7.2	0	-5	3
COc1ccc(CC(=O)NNC(=O)c2cnccn2)cc1	3	-7	-2	29*	-2.8	-2.8	-2	4	4
CCO[C@H]1OC(C(=O)O)=C[C@@H](C)[C@@H]1CCCO	3	-6	-13	0	-1.9	-2.2	7	0	-3
O=c1cc(/C=C/c2ccccc2)oc2ccccc12	2	-14	7	6	-2.4	2.3	-10	-11	3
O=C(CN1C(=O)CSCC1=O)Nc1ccc2c(c1)OCO2	-2	2	2	1	-3.7	-0.5	-1	11	2
CCC(C)NC(=O)N[C@@H](Cc1ccccc1)C(=O)O (some centres not stated)	-1	1	-4	5	-1.9	0.7	10	-33	1
CC(C)c1ccc(C2c3[nH]c4ccccc4c3C[C@H]3C(=O)N(c4ccccc4C(=O)N4CCC(C(=O)O)CC4)C(=O)N23)cc1 (some centres not stated)	-1	-39	-1	0	-3.2	-1.6	-39	16	-1
CCOc1c(C)cc(S(=O)(=O)NCc2ccccn2)c(C)c1C	6	-14	26	-12	0.1	-0.4	-9	3	-2
CSc1cccc(NC(=O)CSc2ncccc2C(=O)Oc2cccc([N+](=O)[O-])c2)c1	4	2	-12	-2	-3.5	-2.3	1	9	4
CN(C)c1cc(NC(=O)CNC(C)(C)CC(C)(C)C)c2ccccc2n1	0	36	-2	-3	-3.3	-2.1	15	9	-3
O=C(COC(=O)c1ccc(S(=O)(=O)N2CCCC2)cc1)NCc1cccs1	5	-8	-6	-3	-5.5	-3.5	0	18	2
O=C(O)CC(Cc1ccc(Br)cc1)C(=O)O (configuration not stated)	1	2	-5	2	0.3	0.2	1	5	-1
CC(=O)c1ccc(OCc2cc(C(=O)NC(C)Cc3ccccn3)no2)cc1 (configuration not stated)	3	-35	-7	-1	-1.4	-1.2	4	3	0
Cc1cccc(NC(=O)CN(C)S(=O)(=O)c2cccc3nsnc23)c1C	5	-5	-3	-5	-1.2	-1.8	-1	-12	-3
CC(=O)Nc1ccc(S(=O)(=O)Nc2cccc(NC(=O)c3ccco3)c2)cc1	-2	-1	10	-2	-0.3	0.9	-6	0	-3
CCCCCC(=O)NNC(=S)NC(C)=O	-3	1	-2	11	-0.7	-0.1	9	-15	5
CCOC(=O)c1cc(-c2ccccc2)sc1NC(=S)Nc1cc(C)ccn1	5	-1	-1	1	-2.5	-2.2	4	6	7
CCOc1ccccc1NS(=O)(=O)c1c(C)[nH]c(C)c1C(=O)N1CCCCC1	2	-27	1	-15	-6.2	-4.1	3	14	-1

Entries above that have an aryl methoxy group, in the order listed:
SMILES	IDE cell activ	FID counter	p-CIP stab down	PfM18AAP inh	IMP-1 inhibitor	VIM-2 inhibitor	NS3 helicase inh	UBC9 SUMO inh	IDE cell inh
COc1ccc(C(C)NC(=O)c2ccncc2)cc1 (configuration not stated)	-2	-1	-14	5	-1.9	-3.1	8	13	-1
COc1cc(NC(=O)c2cccs2)c(C(=O)OCC(=O)NC(C)c2ccccc2)cc1OC (configuration not stated)	-2	-2	2	-3	-5.1	-0.8	-1	10	5
COc1ccc(/C=C(\NC(=O)c2ccc(OC)c(OC)c2)C(=O)N2CCN(C)CC2)cc1	5	-10	-12	-2	-1.7	-2.2	5	-5	-2
COc1ccc(C2CC(=O)c3cnc(NC(=O)c4ccccc4OC)nc3C2)c(OC)c1 (configuration not stated)	4	-17	6	-4	-0.9	-0.7	-8	-24	3
COc1ccc(/C=C(\NC(=O)c2ccccc2)C(=O)N/N=C/c2ccncc2)cc1	2	-12	0	2	-2.3	-1.2	-2	27	3
COc1ccccc1N1CCN(C2CCCN(Cc3ccc(Cl)cc3)C2)CC1 (configuration not stated)	0	1	-6	9	-1.9	-3.2	0	2	-3
COc1ccc(CC(=O)NNC(=O)c2cnccn2)cc1	3	-7	-2	29*	-2.8	-2.8	-2	4	4
